High-throughput results (PubChem BioAssay)
HBB splice mod: alters splicing of the hemoglobin beta chain | AID 925 | hit rate 0.06% among 65,000 | HBB splicing reporter cell assay, activation; EGFP reporter with mutant IVS2-654 intron; response scale: normalised to 500 nM splice-correcting PNA | Potency, µM (series often up to 46.1 µM), for inactives: top-dose activation, hits mostly activators; further: potency means the concentration at half of the fitted maximal effect; 0% is about no effect
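HeLa cells stably expressing EGFP interrupted by mutant beta-globin intron 2 (IVS2-654), 500/well in 2% FCS. Treated with compound for 2 days at 37C. Splicing correction scored as total well GFP intensity (488 nm excitation, 500-520 nm emission); 500 nM antisense PNA served as control.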
Hsp90 Hop PPI: changes Hsp90-Hop TPR2A binding signal, up or down. AlphaScreen TPR2A-His6 binding biotin-Hsp90 C-terminal peptide. hit rate 0.44% among 71,000. Potency, µM (series often up to 57 µM), inactives show at the top dose activity change, negative = inhibition; active means well fitted curve in either direction with a large enough effect; inconclusive means small, poorly fitted or top-dose-only effect, or another doubt; further: potency means the concentration at half of the fitted maximal effect; on the % scale 0 is the no-effect control and ±100 the full control effect; many of its hits are not listed in these tables
Pol III holo inh: blocks replication by bacterial DNA polymerase III holoenzyme; Potency, µM (titrated, usually from 57.1 µM), without a hit: at the highest dose activity change, negative = inhibition; hit rate 0.25% among 71,000; reconstituted DNA polymerase III holoenzyme replication, biochemical; further: potency means the concentration at half of the fitted maximal effect; on the % scale 0 is the no-effect control and ±100 the full control effect
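Reconstituted *E. coli* holoenzyme (0.35 nM Pol III, 1 nM beta, 154 nM SSB, 2 nM primase) was preincubated with compound for 15 min at RT. Synthesis on 1.4 nM ssM13Gori ran 35 min, then was stopped with PicoGreen/EDTA and read as dsDNA fluorescence.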
15-hLO inh: 15-hLO (ALOX15) enzyme inhibition; P16050; purified 15hLO-1, xylenol orange hydroperoxide absorbance; Potency, µM (titrated, usually from 57.1 µM), without a hit: at the top dose activity change, negative = inhibition, most hits filed as inhibitors; hit rate 1.4% among 74,000; AID 887; further: potency means the concentration at half of the fitted maximal effect; on the % scale 0 is the no-effect control and ±100 the full control effect; nearly all actives have a fitted effect of over 55% in size
Target sequence (P16050 whole entry, looked up): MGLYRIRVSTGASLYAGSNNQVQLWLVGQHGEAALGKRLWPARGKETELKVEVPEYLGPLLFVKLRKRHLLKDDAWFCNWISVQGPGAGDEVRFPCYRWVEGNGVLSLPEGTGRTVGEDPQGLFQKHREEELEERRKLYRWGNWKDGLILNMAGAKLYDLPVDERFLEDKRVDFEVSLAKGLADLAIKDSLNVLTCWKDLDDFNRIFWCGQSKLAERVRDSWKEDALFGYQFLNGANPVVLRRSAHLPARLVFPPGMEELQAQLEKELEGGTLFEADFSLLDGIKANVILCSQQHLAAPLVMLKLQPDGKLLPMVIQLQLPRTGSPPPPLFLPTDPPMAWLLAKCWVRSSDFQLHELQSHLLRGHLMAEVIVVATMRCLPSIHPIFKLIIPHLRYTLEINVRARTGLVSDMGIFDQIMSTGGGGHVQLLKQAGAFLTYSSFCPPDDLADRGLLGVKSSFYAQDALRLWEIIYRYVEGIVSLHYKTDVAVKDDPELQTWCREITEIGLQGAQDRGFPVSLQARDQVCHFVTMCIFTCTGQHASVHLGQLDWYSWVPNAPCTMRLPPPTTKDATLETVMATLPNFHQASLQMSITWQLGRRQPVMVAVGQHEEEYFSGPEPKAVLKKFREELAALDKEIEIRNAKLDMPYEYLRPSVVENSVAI
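Quantitative HTS in 25 mM Hepes pH 7.5 containing 0.01% Triton X-100: human 15hLO-1 at 40 nM, arachidonic acid at 50 uM, 6 min turnover. Product quantified via ferrous oxidation/xylenol orange, 573:405 nm absorbance ratio.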
CRE-bla Fsk: alters forskolin-stimulated CRE reporter signaling in CHO cells; CHO CRE-bla reporter (cAMP response element driving beta-lactamase), forskolin EC10, beta-lactamase ratio; Potency, µM (series often up to 38.2 µM), inactives show at the highest dose activity change, negative = inhibition, hits mostly activators; hit rate 2.5% among 71,000; AID 662; active means well fitted activation curve with a large enough effect in the signal ratio, with a control signal flat, not every such curve was filed as active; inconclusive means small, poorly fitted or top-dose-only effect, or effect the other way, or a change in a side signal; the % refers to the signal ratio; further: potency means the concentration at half of the fitted maximal effect; % of control where 0% means no effect
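CRE-bla CHO reporter cells treated with compound titration plus EC10 NKH 477 (water-soluble forskolin), incubated 3 h at 37 °C; CCF4 loading 2 h at room temperature, 460/530 nm emission ratio read, AC50 values derived for positive or negative modulators.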
Ub-GFP proteasome: inhibits proteasome, raising ubiquitin-GFP reporter fluorescence. Potency, µM (top dose mostly 45.9 µM), without a hit: at the highest dose activation (GFP accumulation), usual class: activators. Ubiquitin-GFP reporter cells, proteasome inhibition, GFP fluorescence; response scale: untreated = 0%, 10 µM MG-132 = 100%. AID 526. 67,000 tested, under 10 active; active means well fitted activation curve with a large enough effect, not every such curve was filed as active; inconclusive means small, poorly fitted or top-dose-only effect, or another doubt; inactive means no such curve, though single readings can be large or run the other way; further: potency means the concentration at half of the fitted maximal effect
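Reporter cells (U2OS, ubiquitin-G76V-GFP fusion) are plated overnight, then treated 4 hr at 37 °C with compound titrations from 46 uM down to 2.9 nM. Activity is scaled against untreated cells and 10 uM MG-132.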
BRCT inh red: BRCT-phosphoprotein interaction inhibition (red fluorophore) | P38398 | BRCT-phosphopeptide binding, red fluorescence polarization | Potency, µM (highest dose often 76.9 µM), for inactives: at the highest dose activity change, negative = inhibition, actives largely listed as inhibitors | hit rate 0.03% among 75,000 | AID 892; further: on the % scale 0 is the no-effect control and ±100 the full control effect
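Rhodamine-labelled pBACH1 10-mer (100 nM) bound to BRCT domain (100 nM) at pH 7.3; compounds incubated 12 min room temperature, polarization read. Free peptide defines full inhibition; unlabelled decapeptide titrated as control.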
A350 autofl: compounds fluorescent in Alexa 350 spectral region. max dye-equivalent concentration, M. Compound autofluorescence, 340/450 nm, Alexa 350 dye-equivalents; active compounds read high. AID 590. hit rate 11% among 59,000; in the data active means max dye-equivalent concentration above about 10 nM; inconclusive means mostly about 1.1 nM to 9.6 nM
BRCT PPI green: inhibitors of human BRCA1 BRCT-phosphoprotein interaction (green fluorophore) | P38398 | hit rate 0.05% among 75,000 | Potency, µM (highest dose often 76.9 µM), for inactives: top-dose activity change, negative = inhibition, hits mostly inhibitors | BRCA1 BRCT-phosphopeptide binding, green fluorescence polarization;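 further: potency means the concentration at half of the fitted maximal effect; plate controls were peptide without protein for full effect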
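Compounds were incubated for 12 min at room temperature with a complex of 100 nM fluorescein-tagged pBACH1 decapeptide and 250 nM His-tagged BRCT protein. Buffer was phosphate pH 7.3 with EDTA, DTT and Tween 20. Disruption of binding lowers the polarization signal.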
4-MU autofl: compound fluoresces in the 4-MU spectral region | compound autofluorescence, 340/450 nm, 4-MU equivalents; active compounds read high | max dye-equivalent concentration, M | hit rate 11% among 59,000; in the data active means max dye-equivalent concentration above about 10 nM; inconclusive means mostly about 1.1 nM to 9.6 nM
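Compounds in 100 mM Tris, pH 8.0, sat 15 min at room temperature before fluorescence was read at 340 nm excitation/450 nm emission; a per-plate six-point 4-MU standard curve converted signals to dye-equivalent concentration at each compound concentration.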
GFP derepression: epigenetic modulators derepressing GFP locus in mouse cells. AID 597. Potency, µM (series often up to 46.1 µM), for the others: at the highest dose GFP derepression (activation). hit rate 0.09% among 68,000. mouse C127i GFP locus derepression, cytometry, 30 h; further: % of control where 0% means no effect
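Derepression screen: silenced CMV-GFP reporter in murine C127i cells, 30 h compound incubation at 37 C, washed cells imaged by laser-scanning cytometer to enumerate GFP-expressing objects of 20 to 120 um.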
Active calls of the source: *; i = inactive; ? = inconclusive; nt = no result given; [ ] = dose if it differs, or a comment. Unless noted, the call rests on the fitted dose curve; in most records, active means well fitted curve in the direction sought with a large enough effect; inconclusive means small, poorly fitted or top-dose-only effect, or another doubt; inactive means no such curve, though single readings can be large; an effect the other way counts as inactive or inconclusive.

Below each compound: HBB splice mod | Hsp90 Hop PPI | Pol III holo inh | 15-hLO inh | CRE-bla Fsk | Ub-GFP proteasome | BRCT inh red | A350 autofl | BRCT PPI green | 4-MU autofl | GFP derepression
> Cc1cc(NC(=O)CCC(=O)N(Cc2cccs2)C(C(=O)NC2CCCC2)c2ccncc2)no1 (configuration not stated)
→ nt | -1% | 0% | -4% | 0% | -6% | -0.1% | i | -0.5% | i | 2%
> COC(=O)c1ccc(Cl)c(NC(=O)NC2CCCCC2)c1
→ 0.5%[9.22 µM] | 1% | 2% | -18% | 9% | 4% | -1.0% | nt | -3.0% | nt | 4%
> Cn1cccc1Cc1nnc(SCC(=O)N2CCCCCC2)n1-c1ccc(F)cc1
→ -0.8% | -5%[2.3 µM] | -4% | -13% | 0% | -9% | 0.6% | nt | 1.9% | nt | nt
> CCC(=O)c1cc(F)c(N2CCN(C(=O)c3ccco3)CC2)cc1C
→ 0.1% | -3% | -5% | -2% | -6% | -16% | -0.1% | nt | -1.8% | nt | -2%
> Cc1occc1C(=O)NC1CCCCCC1
→ -0.9%[9.22 µM] | ? | -3% | -2% | -12% | -8% | -2.5% | nt | 0.3% | nt | 2%
> CN(C)CCSS(=O)(=O)O
→ 6.1%[9.22 µM] | -2%[11 µM] | 13%[11.4 µM] | 10%[11.4 µM] | 4%[7.6 µM] | 9%[9.17 µM] | 0.5%[15.4 µM] | i | -2.9%[15.4 µM] | i | 0%[9.22 µM]
> Clc1ccccc1OCCN1CCCCC1
→ -0.9%[9.22 µM] | -1% | -3% | -14% | -6% | 25% | 0.4% | nt | -0.2% | nt | 2%
> O=C(c1ccco1)N1CCC(c2nc(-c3ccc(F)cc3)no2)CC1
→ 1.9% | 2% | 1% | 3% | ? | 2% | -1.0% | ? | -1.5% | ? | 0%
> Fc1ccc(-n2c(Cc3ccccc3)nnc2SCc2nc(-c3cccs3)no2)cc1
→ 5.4% | -2% | -1% | -7% | ? | 0% | -2.3% | i | 2.2% | i | 0%
> CN(C)/C=N/c1ncnc2c1cnn2-c1ccc(C(F)(F)F)cn1
→ -0.1% | -3% | 6% | 4% | 1% | 6% | -0.7% | i | -0.3% | i | 2%
> COc1cc(NC(=O)c2ccco2)c(OC)cc1NC(=O)Nc1ccccc1Cl
→ nt | -3% | -4% | -5% | 12% | 10% | 1.1% | i | -0.7% | i | 1%
> COc1ccc(N2CCC(CNS(=O)(=O)c3cccc(C(F)(F)F)c3)C2)cc1 (configuration not stated)
→ -0.9% | -24% | -4% | 0.79µM* | 1% | 0% | 2.2% | i | 0.3% | i | 4%
> Cc1nc(SCc2ccc(Br)cc2)[nH]c(=O)c1C
→ -0.4% | 2% | 5% | 0% | 14% | 7% | 0.2% | i | 0.8% | i | -3%
> O=C(OCc1nc2ccccc2s1)c1cccs1
→ 1.3% | 24% | -3% | -8% | -7% | -6% | -0.1% | ? | 3.3% | ? | 3%
> CC(C)Cc1nc(N2CCC(C(N)=O)CC2)c2nnn(Cc3ccccc3)c2n1
→ nt | -1% | -2% | 8% | 5% | -3% | -0.4% | i | -3.0% | i | -1%
> Nc1ccc2c(c1)C(=O)N(CC1CCCO1)C2=O (configuration not stated)
→ -0.8% | ? | -1% | -3% | 0% | -1% | -0.3% | i | -3.2% | i | -3%
> COc1ccc(NC(=O)c2cc(-c3cc(C)ccc3O)n[nH]2)cc1Cl
→ 0.0% | -4% | 0% | -5% | -12% | 2% | 0.0% | i | -1.6% | i | 0%
> COc1ccc(S(=O)(=O)N2CCN(c3ccccn3)CC2)cc1OC
→ 0.0% | ? | -10% | -14% | 8% | 8% | -1.3% | i | -0.2% | i | 2%
> C(=N\c1nc2ccccc2n1CCN1CCCCC1)/c1cccs1
→ 0.2% | -1% | -5% | -6% | -2% | 6% | -1.6% | i | -0.4% | i | 5%
> CCOC(=O)c1cc(CC)sc1N
→ 0.6%[57.5 µM] | -1% | -7% | 9% | 6% | 3% | -0.1% | i | 0.2% | i | 2%
> O=C(CCn1c(=O)oc2ccccc21)N1CCOCC1
→ -1.4% | 3% | -4% | -5% | ? | 6% | -0.1% | i | -1.0% | i | 0%
> CC1CCCCC1NC(=O)c1nn(C)c(=O)c2ccccc12 (configuration not stated)
→ 0.1%[57.5 µM] | -1% | -6% | 3% | 19% | -1% | 1.1% | ? | -0.3% | i | 0%
> C#CCOCCCC(=O)O
→ 1.5%[9.22 µM] | -5%[11 µM] | -11%[11.4 µM] | 28%[11.4 µM] | -7%[7.6 µM] | 10%[9.17 µM] | 0.4%[15.4 µM] | ? | 0.3%[15.4 µM] | ? | 2%[9.22 µM]
> Cc1nc2ncnn2c(C)c1CCC(=O)N1CCc2ccccc2C1
→ 4.8% | 1% | -6% | 12% | 10% | -1% | -3.2% | i | -0.3% | i | -2%
> O=C(Oc1ccc(Cl)cc1N1C(=O)CCC1=O)c1ccco1
→ 0.1% | 0% | -6% | 6% | -14% | 6% | 1.1% | i | 0.8% | i | -2%
> O=C(Nc1cccc(S(=O)(=O)C(F)F)c1)c1ccc(Cl)c(S(=O)(=O)N2CCOCC2)c1
→ -0.4% | -4% | 4% | -26% | ? | 5% | -3.0% | i | -2.5% | i | 4%
> Cc1cc(C)c2nc(C(F)(F)F)nc(N3CC(C)OC(C)C3)c2c1 (configuration not stated)
→ -0.5% | 30% | -1% | -7% | ? | 4% | -1.6% | i | 0.6% | i | 0%
> Cc1noc(/C=C/N(C)C)c1S(=O)(=O)N(C)CC(=O)NC1CCCCC1
→ 0.4% | -1% | -2% | -2% | -10% | 4% | -2.0% | i | 1.0% | i | 3%
> COc1ccc(N2CCN(C(=O)c3ccc(S(=O)(=O)N4CCOCC4)cc3)CC2)cc1
→ nt | -6% | -5% | -1% | 2% | -5% | -0.7% | i | -0.9% | i | 1%
> CN1CCN(c2cc(-c3ccccc3Cl)ncn2)CC1
→ -1.6% | -3% | -3% | ? | 5% | 0% | 2.5% | i | -2.8% | i | -2%[9.22 µM]
> COc1ccccc1-c1coc2cc(O)cc(O)c2c1=O
→ -0.4%[9.22 µM] | -6% | -8% | ? | -2% | 12% | 1.5% | nt | 4.2% | nt | 0%
> Cc1ccc(-n2nc(C)c3c2OC(N)=C(C#N)C3c2ccc(F)cc2)cc1 (configuration not stated)
→ -1.2%[0.369 µM] | -17% | 20% | 2% | ? | nt | -1.1% | i | -1.7% | i | 0%
> CCCCOc1ccc(S(=O)(=O)n2c(C)nc3ccccc32)cc1
→ 0.8%[0.0738 µM] | ? | -2%[11.4 µM] | -16%[11.4 µM] | ? | -14%[9.17 µM] | 0.4% | nt | 1.4% | nt | 0%
> COc1ccc(-c2nnc3ccc(SC)nn23)cc1
→ 0.0% | 1% | -8% | -3% | ? | 0% | -1.8% | i | 2.1% | i | -2%
> CC1C2C(C)N(C)C(=O)N(C)C2N(C)C(=O)N1C (configuration not stated)
→ 0.0% | 0% | -7% | 0% | 2% | -3% | 1.1% | i | -0.8% | i | 3%
> COc1ccc(C(C(=O)NC2CCCC2)N(C(=O)c2ccco2)c2ccc3c(c2)OCO3)cc1OC (configuration not stated)
→ 0.1%[57.5 µM] | -5% | -3% | 10% | -7% | 0% | -0.9% | i | -5.1% | i | 1%
> N=C1N=C(N)c2cc3ccccc3cc21
→ ? | 2% | -13% | 1% | 24% | nt | -0.9% | nt | -0.2% | nt | nt
> Cc1ccc(C(=O)COC(=O)CCc2nc3ccccc3[nH]c2=O)cc1C
→ 2.2%[57.5 µM] | -3% | 0% | 4% | 0% | -4% | 0.2% | 1.6e-08M* | -1.2% | 1.1e-08M* | 0%

Entries from the list above that contain two or more sulfur atoms, in the order listed:
Below each compound: HBB splice mod | Hsp90 Hop PPI | Pol III holo inh | 15-hLO inh | CRE-bla Fsk | Ub-GFP proteasome | BRCT inh red | A350 autofl | BRCT PPI green | 4-MU autofl | GFP derepression
> CN(C)CCSS(=O)(=O)O
→ 6.1%[9.22 µM] | -2%[11 µM] | 13%[11.4 µM] | 10%[11.4 µM] | 4%[7.6 µM] | 9%[9.17 µM] | 0.5%[15.4 µM] | i | -2.9%[15.4 µM] | i | 0%[9.22 µM]
> Fc1ccc(-n2c(Cc3ccccc3)nnc2SCc2nc(-c3cccs3)no2)cc1
→ 5.4% | -2% | -1% | -7% | ? | 0% | -2.3% | i | 2.2% | i | 0%
> O=C(OCc1nc2ccccc2s1)c1cccs1
→ 1.3% | 24% | -3% | -8% | -7% | -6% | -0.1% | ? | 3.3% | ? | 3%
> O=C(Nc1cccc(S(=O)(=O)C(F)F)c1)c1ccc(Cl)c(S(=O)(=O)N2CCOCC2)c1
→ -0.4% | -4% | 4% | -26% | ? | 5% | -3.0% | i | -2.5% | i | 4%
